High-throughput results as filed in PubChem BioAssay.
MT1-MMP txn act: MT1-MMP promoter reporter activation – cell-based, luciferase luminescence, primary screen. HT1080 MT1-MMP promoter luciferase reporter, overnight; stronger effect = higher value. activation factor at 10 µM. 86,000 compounds, 0.16% hits. AID 750, 2007;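 active = activation factor of at least 2 for MT1-MMP transcription at 10 µM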
Plk1 PBD FP: Plk1 polo box domain binding inhibitors, primary screen, biochemical, fluorescence polarization; Serine/threonine-protein kinase PLK1 (Homo sapiens), P53350; Plk1 PBD phosphopeptide binding; inhibition, %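 (tested at about 20 µM)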; 97,000 compounds, 0.13% hits; in the data active = inhibition above about 34%, passing the limit was not always enough
PLAP act: PLAP enzyme activators, biochemical, luminescence, HTS. Alkaline phosphatase, placental type (Homo sapiens), P05187. purified PLAP enzyme, luminescent substrate read-out; stronger effect = higher value. activation fold at 20 µM. 96,000 compounds, 1.2% hits; in the data active = activation fold above about 2
Target sequence (P05187 whole entry, looked up): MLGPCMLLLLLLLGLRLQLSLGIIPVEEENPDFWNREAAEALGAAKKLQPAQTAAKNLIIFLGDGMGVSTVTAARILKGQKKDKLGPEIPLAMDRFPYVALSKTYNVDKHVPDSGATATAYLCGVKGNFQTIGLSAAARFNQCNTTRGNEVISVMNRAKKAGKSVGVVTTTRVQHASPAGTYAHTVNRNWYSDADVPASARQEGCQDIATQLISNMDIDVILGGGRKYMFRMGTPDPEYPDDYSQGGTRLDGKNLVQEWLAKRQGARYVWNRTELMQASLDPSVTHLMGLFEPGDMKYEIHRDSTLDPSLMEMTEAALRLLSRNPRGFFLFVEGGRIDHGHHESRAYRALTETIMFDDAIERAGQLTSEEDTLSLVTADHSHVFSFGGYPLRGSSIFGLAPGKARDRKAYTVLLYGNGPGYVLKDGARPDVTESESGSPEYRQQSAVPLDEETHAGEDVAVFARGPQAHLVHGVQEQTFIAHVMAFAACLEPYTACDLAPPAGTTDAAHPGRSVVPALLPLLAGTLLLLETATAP
PLK1 inh: human PLK1 kinase inhibitors, primary screen, biochemical, TR-FRET; Serine/threonine-protein kinase PLK1 (Homo sapiens), P53350; recombinant PLK1 kinase, TR-FRET peptide phosphorylation; inhibition, % at 10 µM; 97,000 compounds, 0.53% hits;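 active = inhibition of 50% or more in the single-concentration screen; inactive = inhibition below 50%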;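 note: 0% = DMSO max control and 100% = H-89 dihydrochloride min control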
S1P2 blocker: human S1P2 receptor antagonists, primary screen, cell-based; inhibition, % at 5 µM; Sphingosine 1-phosphate receptor 2 (Homo sapiens), O95136; cell-based S1P2 antagonist assay, inhibition at 5 uM; 97,000 compounds, 0.21% hits; AID 736, 2007; in the data active = inhibition above about 45%;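 note: CRE beta-lactamase reporter cells expressing human S1P2 stimulated with S1P; 0% = agonist at EC80 alone and 100% = agonist plus reference antagonist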
Target sequence (O95136 whole entry, looked up): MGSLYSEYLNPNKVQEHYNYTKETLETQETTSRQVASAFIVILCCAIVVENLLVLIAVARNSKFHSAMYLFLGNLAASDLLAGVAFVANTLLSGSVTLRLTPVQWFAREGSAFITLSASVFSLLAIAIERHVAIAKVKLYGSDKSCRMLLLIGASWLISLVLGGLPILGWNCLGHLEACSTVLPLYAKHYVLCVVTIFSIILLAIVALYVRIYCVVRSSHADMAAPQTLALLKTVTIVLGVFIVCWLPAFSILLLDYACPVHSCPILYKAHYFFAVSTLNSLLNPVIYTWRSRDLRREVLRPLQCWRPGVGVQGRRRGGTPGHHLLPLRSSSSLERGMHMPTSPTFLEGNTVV
S1P2 agonist: S1P2 receptor agonists, primary screen, cell-based; Sphingosine 1-phosphate receptor 2 (Homo sapiens), O95136; S1P2-expressing cell line, agonist reporter read-out; 97,000 compounds, 0.46% hits; AID 729, 2007; activation, % at 4.5 µM; in the data active = activation above about 16%;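 note: 0% = vehicle low control and 100% = maximal reference agonist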
HIV Rev-RRE inh: HIV-1 Rev-RRE binding inhibitors, primary screen, biochemical, FRET, protein-RNA interaction; P05866; Rev peptide-RRE RNA binding; AID 704, 2007; 97,000 compounds, 0.79% hits; inhibition, % at 8 µM;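 active = inhibition above the screen-wide mean plus 3 SD, cut at about 35% in these data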;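 note: 0% = median DMSO wells and 100% = median Neomycin B control wells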
Target sequence (P05866 whole entry, looked up): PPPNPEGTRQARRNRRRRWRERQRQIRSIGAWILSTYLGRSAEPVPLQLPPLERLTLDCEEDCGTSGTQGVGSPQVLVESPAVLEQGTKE
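Test system – labelled RRE RNA duplex and labelled Rev peptide · Reagent – labelled Rev peptide · Doses – one concentration, 8 µM nominal · Incubation – 5 + 15 min at 25 °C · Signal – FRET fluorescence readout · Read-out basis – % inhibition of FRET ratio versus controls · Control set – DMSO wells as 0% and neomycin B wells as 100% inhibition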
EphB4 ephrin blk: EphB4-ephrin-B2 interaction antagonists, primary screen, biochemical, TNYL-RAW peptide probe, fluorescence polarization. EphB4 LBD / TNYL-RAW-Alexa532 peptide. inhibition, % at 7 µM. Ephrin type-B receptor 4 (Homo sapiens), P54760. 97,000 compounds, 0.15% hits;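 active = inhibition above the screen-wide mean inhibition plus 3 SD, cut at about 15% in these data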;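 note: 0% = DMSO wells and 100% = excess unlabeled TNYL-RAW peptide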
FAK inh: FAK kinase inhibitors, primary screen, biochemical | biochemical FAK kinase activity assay | AID 727, 2007 | 97,000 compounds, 0.84% hits | inhibition, %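 (tested at 7 µM)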; in the data active = inhibition above about 19%;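 note: 0% = DMSO and 100% = reference compound high control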
Active calls of the source: *; . = not tested or not shown.

SMILES | MT1-MMP txn act | Plk1 PBD FP | PLAP act | PLK1 inh | S1P2 blocker | S1P2 agonist | HIV Rev-RRE inh | EphB4 ephrin blk | FAK inh
CCOc1ccc2c(C)cc(=O)oc2c1OCC | 1 | 4 | 1.1 | -11 | 16 | -2 | 10 | 8 | 11
COc1ccc(C(=S)NC2CCCCC2)cc1 | . | 8 | 0.9 | -8 | 5 | 0 | -4 | 2 | 5
CCOc1ccc(Cn2nnc(C(=O)NCc3ccc(OC)cc3)c2N)cc1 | 1.1 | -6 | 0.9 | 1 | -11 | -7 | -4 | -8 | -3
O=C(CNC(=O)c1cccs1)OCC(=O)c1ccccc1 | 1.2 | 9 | 1.1 | -2 | -7 | -5 | 2 | 4 | 0
COC(=O)c1ccc(C2C(Oc3ccccc3)C(=O)N2CCc2ccc(F)cc2)cc1 (stereo unspecified) | . | 8 | 1 | -9 | 1 | -6 | 8 | -5 | 0
Cc1ccccc1OCC(=O)Nc1sc(C(=O)Nc2cccc(C)c2C)c(C)c1C#N | . | -12 | 0.9 | -68 | 12 | -4 | 6 | -3 | 0
COc1ccccc1N1CCN(Cc2ccsc2)CC1 | 1 | 11 | 1 | -10 | 29 | -2 | 8 | 4 | 6
O=C(COc1ccccc1)NCC(=O)NC1=NCCS1 | 1.1 | -7 | 1.5 | -8 | 0 | -6 | 7 | 4 | 1
Cn1cc(SCC(=O)Nc2ccc3c(c2)OCO3)c2ccccc21 | 1.1 | -18 | 1 | -1 | 6 | -3 | 6 | -2 | 1
CCCNC(=O)COC(=O)c1ccc(Cl)c(S(=O)(=O)N2CCCC2)c1 | . | 2 | 1 | -12 | 11 | -1 | 4 | 4 | 1
COC(=O)/C=C1/S/C(=N/NC(=O)c2ccccc2)NC1=O | 1.1 | -17 | 1.7 | 8 | -23 | -3 | 1 | -5 | -2
COc1ccc(CCNc2nc(=O)[nH]nc2C)cc1OC | 1.1 | 16 | 0.8 | -3 | 11 | -2 | 5 | 6 | -2
O=C(Nc1ccccc1C(=O)N1CCN(c2ccccc2)CC1)c1ccco1 | 1.3 | 9 | 1.3 | 0 | -4 | 1 | 0 | -2 | 0
Cc1ccc(Sc2nnc(Cc3ccccc3)c3ccccc23)cc1 | . | 10 | 0.9 | -6 | -18 | -1 | 9 | -7 | -10
COc1cnc(-c2ccccn2)nc1Sc1c(Cl)cccc1Cl | . | -14 | 0.9 | -14 | 21 | -6 | 5 | 6 | 2
O=c1c2ccccc2n2cnnc2n1-c1ccccc1 | 1 | -5 | 1 | 4 | -82 | -8 | 2 | -8 | 0
N#Cc1cn(CC(=O)O)c2ccccc12 | 1.3 | -4 | 0.9 | 1 | 1 | -4 | 6 | -6 | 0
CN(C)CCOC(=O)Cc1ccc(Cl)cc1 | 1 | -11 | 0.9 | -13 | 4 | -6 | 9 | 3 | 0
Cc1cc([N+](=O)[O-])c(-c2ccc(/C=N/n3cnnc3)o2)cc1Cl | . | -17 | 0.8 | -10 | 14 | -4 | -3 | -5 | 4
O=C(CN(C(=O)CCNC(=O)c1ccco1)c1ccccc1)NC1CCCC1 | 1 | 17 | 1.1 | -11 | -15 | -1 | -5 | -7 | 1
CCC(=NC(C)c1ccccc1)c1c(O)n(C)c(=O)n(C)c1=O (stereo unspecified) | 0.9 | 32 | 1.2 | 2 | -2 | -6 | 1 | 3 | -10
CCCCNC(=O)CSc1nc2ccsc2c(=O)n1C1CCN(C(=O)OCC)CC1 | 1.2 | -9 | 1.3 | -13 | -11 | -10 | 5 | -10 | -3
COc1cnc(SCc2ccc(Cl)c(Cl)c2)nc1Cl | . | 27 | 1.1 | -2 | 0 | -3 | 10 | -4 | -1
Oc1ccc(-c2n[nH]c(=S)n2Cc2ccco2)cc1 | 1 | 2 | 0.9 | 4 | -13 | -5 | 5 | 8 | -1
Cc1cc(C)n2c(SCC(=O)N(C)C3CCS(=O)(=O)C3)nnc2n1 (stereo unspecified) | 1.1 | -5 | 1.3 | 2 | 3 | -6 | 4 | -10 | -1
(listing goes on)
SMILES | MT1-MMP txn act | Plk1 PBD FP | PLAP act | PLK1 inh | S1P2 blocker | S1P2 agonist | HIV Rev-RRE inh | EphB4 ephrin blk | FAK inh
CCOC(=O)c1nnn(-c2nonc2N)c1CN1CCc2ccccc2C1 | 1.2 | -3 | 0.9 | -1 | -17 | -1 | 7 | 4 | -3
CO/N=C(\c1nonc1N)N1CCN(c2ccc(Cl)cc2[N+](=O)[O-])CC1 | . | -20 | 0.9 | -2 | 9 | -6 | 4 | -6 | 1
Cc1ccc(S(=O)(=O)NCC(=O)N(CC(=O)NC2CCCCC2)CC2CCCO2)cc1 (stereo unspecified) | 1.3 | -6 | 1 | -3 | 22 | 0 | 2 | -12 | -2
O=c1c2ccccc2c(-c2ccc(Cl)cc2)nn1-c1ccccc1 | . | 5 | 0.9 | -14 | 3 | 0 | 4 | 5 | -4
O=C(CCC1N=C2c3ccccc3N=C(SCc3cccc(Cl)c3)N2C1=O)NCc1ccco1 (stereo unspecified) | 1.2 | -28 | 1.2 | -10 | 4 | -4 | 0 | 3 | 5
CCOC(=O)CSc1nnc(-c2ccco2)n1-c1ccccc1 | 1.1 | -23 | 1.2 | 0 | 18 | -2 | 4 | 0 | -3
CC(=O)Nc1c(-c2ccccc2)nc2ncccn12 | 1.1 | -7 | 0.8 | -18 | -13 | -7 | 10 | 3 | -1
CCN1CCN(c2cc(C)c3cc(NC(=O)c4cncc(Br)c4)ccc3n2)CC1 | 1.1 | -10 | 1.5 | -8 | 21 | -5 | 0 | 2 | 26*
COCCNS(=O)(=O)c1cc(Br)ccc1OC | 1.1 | -6 | 0.9 | 0 | -3 | -3 | 8 | 9 | -1
Cc1nnc(SCC(=O)Nc2nsc(-c3ccc(C(C)(C)C)cc3)n2)s1 | . | 5 | 1.6 | -3 | 0 | -3 | 1 | -8 | 3
Cc1cc2c(n1-c1ccc(Cl)cc1)CC(C)(C)CC2=O | 1.2 | -22 | 0.9 | -1 | 6 | 0 | 7 | -5 | -1
COc1ccc(C(=O)N2CCN(c3ccc(C)cc3)CC2)cc1OC | 1 | 19 | 1.5 | -9 | 8 | -4 | 4 | 3 | 3
O=C(NCC1(c2ccccc2)CCCC1)C1(c2ccccc2)CCCC1 | 1.1 | 19 | . | -15 | -20 | -6 | 6 | 7 | 2
O=C(Nc1ccccc1C(=O)Nc1ccccc1C(=O)NCc1ccco1)c1ccco1 | 1.1 | -16 | 0.8 | -28 | 6 | -3 | 6 | 7 | 0
Cc1ccc(-n2c(=O)[nH]cc(C(=O)Nc3ccc4c(c3)OCCO4)c2=O)cc1 | 1.2 | 3 | 1 | -1 | 18 | -1 | -1 | 8 | -4
COc1ccc(NC(=O)c2ccc(CN3CCN(c4ccccc4)CC3)cc2)cc1 | 1.4 | 15 | 1.5 | -8 | 13 | -2 | 4 | 4 | 2
CC1=C(C(N)=O)C(c2ccccc2)n2nc(-c3ccncc3)nc2N1 (stereo unspecified) | 1.2 | -22 | 1 | -2 | -7 | -3 | 3 | -8 | -6
COc1ccc(CCNC(=O)C2CCN(S(=O)(=O)N3CC(C)CC(C)C3)CC2)cc1OC (stereo unspecified) | 1.2 | 1 | 1.2 | -10 | 15 | -2 | 0 | -3 | 1
CCc1ccc(CN2CCN(C(=O)c3cccc(OC)c3OC)CC2)cc1 | 0.8 | -18 | . | -9 | -15 | -7 | 5 | 1 | -2
CC(C)Cc1nc2oc3c(N4CCN(C)CC4)ncnc3c2c2c1CCCC2 | 1.1 | 21 | 1.5 | -11 | 16 | -4 | 15 | -3 | 3
Cc1cc(C)cc(Nc2ncc3c(n2)CCCC3=O)c1 | 0.8 | 6 | 1 | -6 | 18 | -4 | 4 | 3 | 1
CC(=O)N1CCC2(CC1)C(C#N)=C(N)OC1=C2C(=O)CC(C)(C)C1 | 1 | -15 | 1.1 | -11 | 17 | -2 | 7 | 10 | 7
Cc1ccc(S(=O)(=O)N(C)CC(=O)N2CCN(C(=O)c3ccco3)CC2)cc1 | 1.1 | -4 | 1 | -7 | 14 | -4 | 5 | -8 | -4
Cc1nc2ncnn2c(Nc2ccc3c(c2)OCCO3)c1C | 1.3 | 14 | . | -11 | -4 | -8 | 4 | 2 | -2
Cn1ncc([N+](=O)[O-])c1C(=O)Nc1ccc(-c2nc3ccccc3[nH]2)cc1 | . | 23 | 0.7 | 3 | -20 | -3 | 0 | -10 | 2
CC1CN(Cc2nc3c(c(=O)n(C)c(=O)n3C)n2CCc2ccccc2)CC(C)O1 (stereo unspecified) | 1 | 1 | . | -11 | 13 | -8 | 14 | 5 | 6
CSc1nc(N(C)NC(=O)c2ccc(F)cc2)c2ccccc2n1 | . | -18 | 0.9 | -9 | -18 | -2 | 2 | 0 | 2
O=C(CCC(=O)N1CCN(S(=O)(=O)c2ccccc2)CC1)c1cccs1 | 1 | 1 | 1.3 | -10 | 36 | -3 | 1 | 12 | 2
COc1ccc(-c2noc(N3CCC(C(=O)N4CCN(c5ccccn5)CC4)CC3)n2)cc1 | 1.2 | -9 | 1 | -15 | 19 | -7 | 9 | 6 | -3

Twelve entries from above, with two lines to a compound.
Second line of a record: MT1-MMP txn act	Plk1 PBD FP	PLAP act	PLK1 inh	S1P2 blocker	S1P2 agonist	HIV Rev-RRE inh	EphB4 ephrin blk	FAK inh
COc1ccc(NC(=O)c2ccc(CN3CCN(c4ccccc4)CC3)cc2)cc1
  1.4	15	1.5	-8	13	-2	4	4	2
CC1=C(C(N)=O)C(c2ccccc2)n2nc(-c3ccncc3)nc2N1 (stereo unspecified)
  1.2	-22	1	-2	-7	-3	3	-8	-6
COc1ccc(CCNC(=O)C2CCN(S(=O)(=O)N3CC(C)CC(C)C3)CC2)cc1OC (stereo unspecified)
  1.2	1	1.2	-10	15	-2	0	-3	1
CCc1ccc(CN2CCN(C(=O)c3cccc(OC)c3OC)CC2)cc1
  0.8	-18	.	-9	-15	-7	5	1	-2
CC(C)Cc1nc2oc3c(N4CCN(C)CC4)ncnc3c2c2c1CCCC2
  1.1	21	1.5	-11	16	-4	15	-3	3
Cc1cc(C)cc(Nc2ncc3c(n2)CCCC3=O)c1
  0.8	6	1	-6	18	-4	4	3	1
CC(=O)N1CCC2(CC1)C(C#N)=C(N)OC1=C2C(=O)CC(C)(C)C1
  1	-15	1.1	-11	17	-2	7	10	7
Cc1ccc(S(=O)(=O)N(C)CC(=O)N2CCN(C(=O)c3ccco3)CC2)cc1
  1.1	-4	1	-7	14	-4	5	-8	-4
Cc1nc2ncnn2c(Nc2ccc3c(c2)OCCO3)c1C
  1.3	14	.	-11	-4	-8	4	2	-2
Cn1ncc([N+](=O)[O-])c1C(=O)Nc1ccc(-c2nc3ccccc3[nH]2)cc1
  .	23	0.7	3	-20	-3	0	-10	2
CC1CN(Cc2nc3c(c(=O)n(C)c(=O)n3C)n2CCc2ccccc2)CC(C)O1 (stereo unspecified)
  1	1	.	-11	13	-8	14	5	6
CSc1nc(N(C)NC(=O)c2ccc(F)cc2)c2ccccc2n1
  .	-18	0.9	-9	-18	-2	2	0	2
